Shiga inhibitor: blocks Shiga toxin action in Vero cells; Vero cells, Shiga toxin protein synthesis inhibition reporter; inhibition, % at 38.7 µM; hit rate 9.2% among 290,000; AID 2315; in the data active means inhibition mostly above about 28%, no sharp cut-off; inactive means mostly below about 43%; further: 0% is about no effect
Tb PYK inh: T. brucei pyruvate kinase inhibition. Q57TT1. TbPYK enzyme, Kinase-Glo Plus ATP luminescence, 45 min. Potency, µM (top dose mostly 76.8 µM), for inactives: top-dose activity, negative = inhibition, hits mostly inhibitors. hit rate 0.12% among 410,000. AID 624173; further: potency means the concentration at half of the fitted maximal effect; on the % scale 0 is the no-effect control and ±100 the full control effect; nearly all actives have a fitted effect of over 50% in size
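Luminescent Kinase-Glo Plus end-point after 45 min room-temperature reaction of T. brucei pyruvate kinase started with 130 uM ADP (final). Buffer TEA 50 mM pH 7.2 with KCl, MgCl2, BSA, Tween-20; titration-based qHTS with fitted concentration-effect curves.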
Pf growth 48h: inhibits P. falciparum growth in the first generation, 48 h. P. falciparum luciferase growth in erythrocytes, 48 h. AID 504832. hit rate 5.9% among 310,000. Potency, µM (highest dose often 28.7 µM), without a hit: at the highest dose activity change, negative = inhibition, usual class: inhibitors; further: potency means the concentration at half of the fitted maximal effect; on the % scale 0 is the no-effect control and ±100 the full control effect
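Read-out is firefly luciferase luminescence from an integrated reporter in P. falciparum, so falling signal marks reduced parasite growth. Infected erythrocytes were at 2% hematocrit and 0.1% parasitemia (final) in Albumax-supplemented RPMI 1640.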
Pf growth 96h: P. falciparum growth inhibition at 96 hour, primary screen for plastid delayed-death inhibitors; hit rate 6.9% among 320,000; Potency, µM (doses to about 28.7 µM), for the others: top-dose activity change, negative = inhibition, most hits filed as inhibitors; P. falciparum luciferase reporter growth, 96 h; AID 504834; further: potency means the concentration at half of the fitted maximal effect; on the % scale 0 is the no-effect control and ±100 the full control effect
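Delayed-death screen, second-generation endpoint: infected erythrocytes, 2% hematocrit, 0.05% parasitemia final; 96 hours at 37 C, 5% CO2; luciferase detection reagent; luminescence decrease equals reduced growth.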
AMA1 RON2 block: AMA1-RON2 (P. falciparum) interaction inhibition | AlphaScreen AMA1-biotinylated RON2 peptide binding | Potency, µM (series often up to 58.2 µM), inactives show at the top dose activity change, negative = inhibition, usual class: inhibitors | hit rate 0.2% among 360,000;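 further: potency means the concentration at half of the fitted maximal effect; 0% = vehicle wells and -100% = peptide control; nearly all actives have a fitted effect of over 45% in size; some results filed as inactive show a strong effect at the top dose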
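AMA1 (3D7) with his tag at 25 nM final met compounds first, then biotinylated RON2 peptide at 25 nM; detection used donor plus acceptor beads, 10 µg/mL apiece, read by AlphaScreen after 30 min at room temperature.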
LmPK inh: inhibitors of Leishmania mexicana pyruvate kinase | Q27686 | purified LmPK, Kinase-Glo ATP luminescence, 1 h | Potency, µM (doses to about 57.5 µM), inactives show at the top dose activity change, negative = inhibition, usual class: inhibitors | hit rate 0.37% among 290,000 | AID 1721; further: potency means the concentration at half of the fitted maximal effect; on the % scale 0 is the no-effect control and ±100 the full control effect
Target sequence (Q27686 whole entry, looked up): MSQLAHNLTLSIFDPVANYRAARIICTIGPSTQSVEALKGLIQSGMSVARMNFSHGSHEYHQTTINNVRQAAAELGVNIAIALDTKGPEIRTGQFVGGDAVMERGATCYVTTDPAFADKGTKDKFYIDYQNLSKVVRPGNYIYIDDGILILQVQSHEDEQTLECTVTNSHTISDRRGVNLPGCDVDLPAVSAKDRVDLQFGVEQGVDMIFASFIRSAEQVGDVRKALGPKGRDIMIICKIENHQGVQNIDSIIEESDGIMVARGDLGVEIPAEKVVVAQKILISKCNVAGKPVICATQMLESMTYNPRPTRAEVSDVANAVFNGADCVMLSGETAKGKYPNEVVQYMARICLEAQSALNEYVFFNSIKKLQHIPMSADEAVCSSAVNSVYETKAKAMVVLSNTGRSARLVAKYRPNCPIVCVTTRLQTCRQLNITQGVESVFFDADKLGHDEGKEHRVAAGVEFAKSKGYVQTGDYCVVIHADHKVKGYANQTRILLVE
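ATP generated from ADP (0.1 mM) and PEP (0.5 mM) by 0.1 nM LmPK over 1 h at room temperature (pH 7.2 imidazole buffer) was detected by coupled luciferase luminescence. Values were normalized to uninhibited and no-enzyme wells.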
CHX counter: affects cycloheximide protein synthesis inhibition readout, counter-screen | cell reporter, cycloheximide protein synthesis inhibition counterscreen | max response, % | hit rate 12% among 300,000 | AID 2314; in the data active means max response mostly above about 13%, no sharp cut-off; inactive means mostly below about 14%; further: read at 38.3 µM for the half of the compounds with a filed dose; 0% is about no effect
* marks the source's active call; other numbers are inactive results; ? = inconclusive; nt = not tested or not shown; & = joins results of further samples; [ ] = remark or other dose. Unless noted, the call rests on the fitted dose curve; in most records, active means well fitted curve in the direction sought with a large enough effect; inconclusive means small, poorly fitted or top-dose-only effect, or another doubt; inactive means no such curve, though single readings can be large; an effect the other way counts as inactive or inconclusive. Not a hit list (roughly 21% active in at least one column).

SMILES	Shiga inhibitor	Tb PYK inh	Pf growth 48h	Pf growth 96h	AMA1 RON2 block	LmPK inh	CHX counter
CCOC(=O)c1sc2cc([N+](=O)[O-])cc(SCC(C)C)c2c1N	-5	2%	0%	nt	-3%	2%	-1
O=C(c1nc2ccccn2c1CN1CCCC(O)C1)N1CCN(C2CCCCC2)CC1 (centres undefined)	-10	4%	?	?	26%	0%	-1
OCC1(O)OC[C@@H](O)[C@H]1O (some centres undefined)	14	3%	51%[activator]	32%[activator]	17%	-3%	-4
CN(C)CCCN(C(=O)c1ccc(S(=O)(=O)N(C)C)cc1)c1nc2ccc(F)cc2s1	15	8%	-5%	-9%	-5%	-7%	-3
CCn1c(SCC(=O)Nc2nnc(C)s2)nnc1-c1ccco1	-5	1%	0%	nt	1%	0%	-2
Cn1c(=O)n(C)c2cc(C(=O)Nc3ccc(Br)cc3)ccc21	-10	4%	-48%	9%	5%	5%	6
CCN1CCCC(OC(=O)C(c2ccccc2)c2ccccc2)C1 (centres undefined)	nt	-1%	-10%	17%	-1%	nt	nt
CC(C)c1ccc(CN(C)C(=O)c2ccc(S(=O)(=O)NCc3ccco3)cc2)cc1	nt	-9%	9%	?	-2%	nt	nt
Nc1nc2ccc(Oc3ccccc3)cc2s1	70*	3%	166%[activator]	nt	-9%	-2%	30*
CCCCc1ccc(NC(=S)NCCc2ccc(F)cc2)cc1	4	-3%	-1%[5.75 µM]	11%	59%[activator]	2%	1
Cc1cc(C(=O)CSc2nc(N)cc(=O)[nH]2)ccc1F	-11	4%	11%	?	25%	-3%	-2
NCc1ccccc1CC(=O)N[C@@H]1C(=O)N2C(C(=O)O)=C(CSc3nnnn3CC(=O)O)CS[C@@H]12	nt	-4%[33.2 µM]	-3%[12.8 µM]	-6%[12.8 µM]	nt	nt	nt
COc1ccc(NC(=O)COC(=O)C2CC2)cc1S(=O)(=O)N1CCCCC1	nt	4%	13µM*	?	4%	nt	nt
CC[N+](CC)(CCNC(=O)C(=O)NCC[N+](CC)(CC)Cc1ccccc1Cl)Cc1ccccc1Cl	nt	-3%	?	6µM*	nt	nt	nt
Cc1cccc(OC(=O)CCN2C(=O)C3C4C=CC(C5CC45)C3C2=O)c1C (centres undefined)	-3	-1%	27%[5.75 µM]	10%	-2%	0%	-1
Cc1cc(C)n(CCc2nc(-c3ccc(C(C)(C)C)cc3)cs2)n1	7	5%	-13%	?	25%	1%	0
Cc1oc2c(c1C(=O)NCc1cc(C(=O)O)co1)CCCC2	-14	-3%	3%	14%	9%	2%	-2
CCCCN(CCCC)CC(O)COc1ccc(Br)cc1 (centres undefined)	3	-8%	3.7µM*	3.3µM*	2%	-4%	-2
CCCCCC(=O)Nc1cc2[nH]c(=O)cc(COC)c2cc1C	31	1%	21%	3%	-15%	2%	-3
C=CCOC(=O)C1C(=O)CC(C)(O)C(C(=O)OCC=C)C1c1ccc(OCC)cc1 (centres undefined)	-6	-2%	-17%	?	11%	5%	3
c1ccc(-c2nc(C3CCCCC3)no2)cc1	45*	-7%	45%[activator]	65%[activator]	-16%	-15%	28*
NNC(=O)c1ccc(COc2ccccc2)cc1	8	-17%	19%	35%	44%[activator]	-4%	10
Clc1cccc(Cl)c1Cn1c(-c2cccnc2Cl)nc2ccccc21	-25	-23%	?	?	4%	6%	-4
O=CNCCCc1nc2ccccc2n1Cc1cccc2ccccc12	-25	2%	nt	0%	-6%	6%	-3
Cc1ccc(C(=O)NC(=S)Nc2nc(-c3cccc([N+](=O)[O-])c3)cs2)c(Cl)c1	-2	0%	-6%	19%	2%	-3%	1
Cc1ccc(C(=O)CSc2nnc(-c3ccncc3)n2C)cc1	-8	-1%	-3%	?	-3%	-2%	-1
CCCCOCP(=O)(CC)COCCCC	-3	0%	nt	-12%	5%	0%	1
Cc1cnc(C(=O)OCC(=O)NC2CCCCC2)cn1	1	-5%	4%	99%[activator]	5%	1%	-2
CCOc1cc(C(=O)NC2=NCCS2)cc(OCC)c1OCC	25	-2%	1%	33%[activator]	82%[activator]	3%	22
COCCCNC(=O)C1CC(=O)N(Cc2ccc(OC)cc2)C1 (centres undefined)	-21	1%	11%	5%	-1%	-2%	-3
CC(C)(C)NC(=O)c1ccc(COc2ccc(Cl)cc2Cl)o1	19	-3%	-10%[0.00184 µM]	?	12%	3%	-2
O=C(c1ccc(F)c(S(=O)(=O)N2CCOCC2)c1)N1CCN(c2ncccn2)CC1	nt	1%	60%[activator]	-23%	3%	nt	nt
C=CCN(c1ccccc1)S(=O)(=O)c1cccc(C(=O)NCC2CCCO2)c1 (centres undefined)	-5	2%	-3%	-2%	100%[activator]	-7%	-3
O=C(c1cc(S(=O)(=O)N2CCOCC2)ccc1F)N(CCc1ccccc1)Cc1ccccc1	nt	1%	9.3µM*	?	-4%	nt	nt
CC(=O)c1cccc(NC(=O)c2ccccc2N(C)S(=O)(=O)c2ccc(C)cc2)c1	-17	-1%	?	13µM*	4%	5%	1
CC(NC(=O)CCNC(=O)c1ccco1)c1ccccc1 (centres undefined)	nt	-2%	?	8%	12%	nt	nt
Cc1ccccc1CC(=O)Nc1cccnc1	-10	3%	13%	5%	7%	1%	-2
O=Cc1ccc(OC(=O)c2cc(Cl)nc3ccccc23)cc1	-5	-7%	2%	-1%	-1%	3%	-1
CC(=O)NC(C)C(=O)OCC(=O)c1ccc(Cl)s1 (centres undefined)	-19	-2%	15%	-3%	-10%	-1%	-1
Cn1c(C(=O)N2CCCc3ccccc32)cc2sccc21	32	-3%	10%	nt	-7%	9%	26*
CCOC(=O)C1CCN(c2c(NCc3ccc(C(=O)N(C)Cc4ccccc4)cc3)c(=O)c2=O)CC1	23	-3%	?	-3%	?	18%	7
Cc1ccc(NC(=S)N(CCN(C)C)C(C)c2ccco2)cc1Cl (centres undefined)	2	0%	?	?	-4%	3%	-1
COc1cc(OC)cc(C(=O)Nc2ccc3nc4n(c(=O)c3c2)CCCCC4)c1	49*	-2%&-5%	56%[activator]	13µM*	0%	0%	46*
CCCCn1c(N)c(N(CC(C)C)C(=O)C2CC(=O)N(Cc3ccccc3)C2)c(=O)[nH]c1=O (centres undefined)	nt	2%	?	8%	-1%	nt	nt
COc1ccccc1N1CCN(c2cnccn2)CC1	59	-4%	?	13%	-17%	-1%	7
COC(=O)c1ccc(CSc2nnc(-c3ccccc3)n2C)o1	-6	-2%	10%	-10%	-9%	0%	-2
CCOC(=O)C1CCN(C(=O)CSc2nc(N)cc(=O)[nH]2)CC1	-8	0%	?	?	2%	6%	-2
CN(c1ccc2nc3ccccc3c(=O)n2n1)C1CCCCC1	-39	?	25%	?	8%	-17%	-13
O=C(O)CCC(=O)N1CCN(c2nc(-c3ccccc3)c3cc(Br)ccc3n2)CC1	-11	0%	1%	17%	12%	2%	-2
CCC(CO)NCC#Cc1ccccc1 (centres undefined)	-8	4%	15%	93%[activator]	-1%	2%	5

Remaining list, next part:
SMILES	Shiga inhibitor	Tb PYK inh	Pf growth 48h	Pf growth 96h	AMA1 RON2 block	LmPK inh	CHX counter
COc1cccc(-c2nc(CS(=O)(=O)CC(=O)N3CCCCC3)c(C)o2)c1	-8	-13%	4%	-26%	-15%	0%	-4
CCOC(=O)N1CCC(NS(=O)(=O)c2ccc3c(c2)CCN3C(C)=O)CC1	-16	0%	nt	?	-1%	-3%	-2
C=CCc1ccc(OCCOCCOc2ccccc2[N+](=O)[O-])c(OC)c1	36	-5%	?	6%	1%	2%	21
CCN(C(=O)C1CCCCC1)c1nnc(-c2cccnc2)s1	-3	2%	?	0%	-11%	1%	12
O=C(Nc1c(-c2cccs2)nc2ccccn12)c1ccc2ccccc2c1	12	nt	9%	15%	nt	3%	9
O=C(Nc1ccc(CN2CCOCC2)cc1)c1ccc(-c2ccc(Br)cc2)o1	-6	0%	1.9µM*	9%	-9%	-1%	-1
O=Cc1c(C(=O)O)n(Cc2ccccc2Cl)c2ccccc12	-11	6%	-8%	?	-8%	9%	6
COc1n[nH]c(C(=O)Nc2cc(Cl)ccc2Cl)c1[N+](=O)[O-]	3	6%	?	4.7µM*	69%[activator]	-2%	9
CCN(C1CCS(=O)(=O)C1)S(=O)(=O)c1ccc(Cl)s1 (centres undefined)	nt	-6%	-13%	37%[activator]	-6%	nt	nt
CCC(=O)Nc1ccc(Cl)c(NC(=O)c2cccnc2)c1	-2	1%	17%	?	-5%	-8%	-4

High-throughput results from PubChem BioAssay.
